# Assay outcomes from PubChem BioAssay.
# D1 antagonist – human D1 dopamine receptor antagonism; P21728; AID 504652; activity change, negative = inhibition, % at 10 µM; HEK293 TREx D1 cells, calcium flux, dopamine EC80; active compounds read low; hit rate 3.2% among 360,000; in the data active = activity change below about -30%; note: % is set by controls: 0 for no effect and ±100 for the full control effect
#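 Kinetic fluorescence of a calcium dye serves as the read-out. D1-expressing Hek293 Trex cells, induced overnight at 30 C, are exposed to compound for 180 s before an EC80 dopamine addition, then read 180 s further.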
# D2 agonist – activates the human D2 dopamine receptor; hit rate 0.53% among 340,000; activation, % at 2 µM; HEK293 T-REx D2 cells, calcium flux agonist mode; AID 485358; P14416;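 active = activation over 3 SD above normal in the single-dose calcium agonist read, cut at about 30% in these data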; note: 0% is about no effect
#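 Agonism is scored from calcium flux in a force-coupled, inducible HEK293 cell line expressing D2, read kinetically for 180 s after compound addition against dopamine controls.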
# RXFP1 agonist – RXFP1 (human) receptor agonism. Q9HBX9. HEK293T-RXFP1 cAMP TR-FRET, 30 min; response scale: percent of porcine relaxin response, buffer zero. Potency, µM (series often up to 57.5 µM), for the others: at the top dose activation, most hits filed as activators. hit rate 0.3% among 370,000; active = well fitted activation curve with a large enough effect; note: potency is the fitted concentration of half-maximal effect; % is set by controls: 0 for no effect and ±100 for the full control effect; nearly all actives have a fitted effect of over 60% in size; many of its hits are not listed in these tables
# Target sequence (Q9HBX9 whole entry, looked up): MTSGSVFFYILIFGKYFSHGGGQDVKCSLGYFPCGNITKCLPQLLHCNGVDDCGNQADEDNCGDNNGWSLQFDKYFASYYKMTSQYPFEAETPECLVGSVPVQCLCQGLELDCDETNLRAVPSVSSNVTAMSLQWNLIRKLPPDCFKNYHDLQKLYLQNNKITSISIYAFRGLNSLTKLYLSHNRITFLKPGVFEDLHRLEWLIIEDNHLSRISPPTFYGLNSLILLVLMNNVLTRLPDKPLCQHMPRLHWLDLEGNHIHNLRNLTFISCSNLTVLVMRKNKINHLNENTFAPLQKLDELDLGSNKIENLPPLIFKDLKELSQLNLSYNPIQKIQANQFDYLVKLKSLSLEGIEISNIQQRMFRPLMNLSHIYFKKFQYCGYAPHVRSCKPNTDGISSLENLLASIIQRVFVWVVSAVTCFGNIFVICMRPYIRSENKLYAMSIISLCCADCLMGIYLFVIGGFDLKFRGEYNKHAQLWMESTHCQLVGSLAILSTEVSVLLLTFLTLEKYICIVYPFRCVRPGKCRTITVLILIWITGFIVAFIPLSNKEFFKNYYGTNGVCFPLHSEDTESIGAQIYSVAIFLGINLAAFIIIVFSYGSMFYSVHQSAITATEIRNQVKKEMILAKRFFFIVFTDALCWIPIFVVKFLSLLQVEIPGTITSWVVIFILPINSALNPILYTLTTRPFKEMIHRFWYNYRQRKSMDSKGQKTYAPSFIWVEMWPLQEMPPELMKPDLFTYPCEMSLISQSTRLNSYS
#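 HEK293T cells stably expressing RXFP1 were pretreated with the PDE4 inhibitor Ro 20174, exposed to compounds for 30 min at 37C, lysed, and cAMP was read by TR-FRET. Data normalized to buffer (basal) and 29 nM porcine relaxin (100%).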
# TRHR PAM – allosteric enhancers of human TRH receptor; hit rate 0.66% among 360,000; enhancement, % at 2 µM; TRHR cells, fluo-8 calcium fluorescence, EC20 TRH enhancement; in the data active = enhancement above about 30%; note: 0% is about no effect
#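 TRHR-expressing cells loaded with fluo-8 calcium dye were read kinetically (ex 480/em 530) during compound addition, then stimulated with an EC20 of TRH (10 nM final). Enhancement of the Gq-mediated intracellular calcium response was scored.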
# RXFP1 antagonist – antagonists of human relaxin receptor RXFP1. Q9HBX9. HEK293-RXFP1, relaxin-stimulated cAMP HTRF, 30 min; active compounds read low. activity change, negative = inhibition, % at 57.5 µM. hit rate 0.59% among 350,000;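 active = activity change of -60% or lower, but not beyond a set lower limit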; note: % is set by controls: 0 for no effect and ±100 for the full control effect
# D1 ag – human D1 receptor agonism | HEK293 T-REx D1 cells, calcium flux, agonist mode | activation, % at 2 µM | hit rate 1% among 360,000; in the data active = activation above about 30%; note: 0% is about no effect
#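 Inducible HEK293 T-REx D1 cells, force-coupled to calcium signalling, were plated at 4000 cells/well with tetracycline and held overnight at 30 C. After no-wash calcium dye loading, compound-evoked calcium rise over 180 s flagged agonists.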
# D2 antagonist – D2 dopamine receptor (human) antagonism | hit rate 2% among 340,000 | inhibition, % at 10 µM | AID 485344 | HEK293 TREx D2 cells, calcium flux, dopamine EC80; in the data active = inhibition above about 30%; note: 0% is about no effect
#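 Tetracycline-induced HEK293 TREx cells expressing D2 receptor forced-coupled to calcium signalling, loaded with no-wash calcium dye. Compounds added and calcium flux read 180 s, then dopamine added at EC80 and read a further 180 s.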
# D1 PAM – enhances dopamine response at the human D1 receptor. hit rate 0.036% among 360,000. HEK293 TREx D1 cells, calcium flux, dopamine EC20 potentiation. AID 504651. potentiation, % at 10 µM; in the data active = potentiation above about 30%; note: 0% is about no effect
# D2 PAM – positive allosteric modulators of human D2 dopamine receptor; P14416; HEK293 T-REx D2, calcium flux, EC20 dopamine potentiation; potentiation, % at 10 µM; hit rate 0.34% among 340,000; AID 485347;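 active = potentiation over 3 SD above the plate norm, cut at about 30% in these data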; note: 0% is about no effect
#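 Potentiation of an EC20 dopamine calcium response is measured in a force-coupled, tetracycline-inducible Hek293 Trex D2 line. Compound-only kinetic reads over 180 s flag agonists before dopamine addition.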
# The depositor's hits bear a star; nt = not tested or not shown. The list is partial. The share of hits here may be higher or lower than overall.
SMILES,D1 antagonist,D2 agonist,RXFP1 agonist,TRHR PAM,RXFP1 antagonist,D1 ag,D2 antagonist,D1 PAM,D2 PAM
C=CCNc1nc(C(=O)OCC(=O)c2ccc(F)cc2)cs1,18,0.3,0.9%,2,19,2,-35,-4,5
Nc1ccc(O)c2c1C(=O)c1ccccc1C2=O,20,-2.5,1.7%,7,nt,6,-11,2,-1
CNS(=O)(=O)c1cn(CC(=O)Nc2cccc(OC)c2)cc1S(=O)(=O)NC,11,0.2,-2.2%,-5,-3,4,nt,-3,-9
CCn1c(=O)c(C(=O)NC(C)C)c(O)c2ccccc21,-7,-1.1,-3.2%,-4,3,6,-16,-6,0
COc1ccc(C(=O)Nc2ccccc2C(=O)NC(Cc2ccc(O)cc2)C(=O)NNC(=O)c2ccncc2)cc1 (stereo not drawn),10,1.4,1.7%,1,-30,4,7,7,2
CCC(C)(C)NC(=O)C(OC(=O)c1ccco1)c1ccccc1F (stereo not drawn),-27,0.7,-1.9%,6,0,1,0,-4,1
COc1cccc(CNc2ncn[nH]2)c1OCc1ccccc1F,-19,-0.5,0.5%,-5,-6,7,-19,-2,2
C=CCN1C(=O)c2ccc(C(=O)N(CCOC)c3c(N)n(CCCC)c(=O)[nH]c3=O)cc2C1=O,-20,-0.2,0.0%,2,-8,0,-4,-5,0
COc1ccc(C(=O)Nc2ccc(-c3cc4ccccc4oc3=O)c(C)c2)cc1OC,1,0.9,9.9%,3,-3,1,nt,-1,4
CC1CN(Cc2cc(=O)n3ccsc3n2)CC(C)O1 (stereo not drawn),-49*,0.2,0.7%,1,16,1,-12,1,-7
N#Cc1ccc2[nH]c(CO)c(-c3ccccc3)c2c1,-40*,1.2,10%,-1,nt,5,28,-16,-7
Cc1ccnc2nc(C(=O)Nc3ccc(N4CCOCC4)cc3)nn12,-20,0.1,0.2%,-1,-19,1,-9,-5,-10
CCn1c(=O)c(C(=O)CN2c3ccccc3CC2C)c(N)n(Cc2ccccc2)c1=O (stereo not drawn),1,0.8,0.1%,-6,-7,0,10,-4,-3
O=S(=O)(NCCc1csc(-c2cccnc2)n1)c1cccc(F)c1,-6,-0.1,1.4%,3,-2,6,-1,-3,-4
O=C(CCn1cnnn1)Nc1ccc(Cl)c(Cl)c1,-11,-2.1,1.1%,-3,-6,7,-4,-4,7
CSc1nc(-c2ccccc2)nn1C(=O)c1ccc(C)cc1,4,0.6,-2.4%,1,4,4,2,-3,-7
COc1ccccc1CNC(=O)C(CC(C)C)NC(=O)C1CCC(C)CC1 (stereo not drawn),3,1.5,-1.4%,-12,-24,4,-20,-9,-9
C=CCN1C(=O)C(Cc2ccc(OCC)cc2)SC1=Nc1ccc(C(=O)O)cc1 (stereo not drawn),-6,0.1,5.7%,-8,-7,2,-2,2,0
CCOC(=O)CC/C(C)=N\N=C1\SC(CC(=O)O)C(=O)N1c1ccccc1 (stereo not drawn),5,0.4,1.0%,0,-17,7,-3,0,0
COc1cccc(C(=O)CN(C(=O)c2ccc(Cl)c(Cl)c2)N2C(=O)c3ccccc3C2=O)c1,15,0.2,1.4%,-2,4,3,-11,1,14
O=C(CSc1nc2ccccc2s1)Nc1cc(C(=O)O)cc(C(=O)O)c1,18,1.6,4.6%,4,4,-2,0,-5,-3
CC1CC(C)CN(C(=O)COC(=O)Cc2c[nH]c3ccccc23)C1 (stereo not drawn),-13,-0.3,0.8%,-3,-10,3,-2,-1,-2
CCOC(=O)C1(Cc2ccccc2)CCCN(C(=O)c2cn[nH]c2)C1 (stereo not drawn),-7,-1.3,0.0%,3,11,3,-2,-4,0
CCN(CC)CCCNC(=O)C1c2ccccc2C(=O)N(CCOC)C1c1ccc(F)cc1 (stereo not drawn),13,nt,-1.7%,-3,-15,0,nt,8,nt
COC(=O)c1cc2sccc2n1CC(=O)Nc1ccc(C)cc1C,5,0.3,0.0%,-1,4,0,nt,-3,-1
COc1cccc(NC(=O)C2CCN(S(=O)(=O)c3ccc4[nH]c5c(c4c3)CCCCC5)CC2)c1,-23,-0.1,3.6%,0,-18,3,nt,-5,5
O=c1c2c(n3cnnc3n1-c1ccccc1)-c1ccccc1CC21CCCC1,3,1.5,1.2%,-2,-10,1,1,-3,12
CO/N=C/NC(=O)C1=NOC(CNc2ncc(C(F)(F)F)cc2Cl)C1 (stereo not drawn),-1,0.0,2.1%,1,-10,0,4,-2,-11
COC(=O)c1cccc(NC(=O)CSc2nc(=O)cc(N)n2-c2ccccc2)c1,-25,0.5,1.7%,5,-1,1,-6,-8,-3
O=C(NCCc1ccccc1)C1(c2cccs2)CCOCC1,nt,-0.4,3.1%,-6,nt,-4,nt,5,-3

# Reprinted at random: 4 records from the list, in no set order.
SMILES,D1 antagonist,D2 agonist,RXFP1 agonist,TRHR PAM,RXFP1 antagonist,D1 ag,D2 antagonist,D1 PAM,D2 PAM
O=c1c2c(n3cnnc3n1-c1ccccc1)-c1ccccc1CC21CCCC1,3,1.5,1.2%,-2,-10,1,1,-3,12
COc1ccccc1CNC(=O)C(CC(C)C)NC(=O)C1CCC(C)CC1 (stereo not drawn),3,1.5,-1.4%,-12,-24,4,-20,-9,-9
COc1cccc(NC(=O)C2CCN(S(=O)(=O)c3ccc4[nH]c5c(c4c3)CCCCC5)CC2)c1,-23,-0.1,3.6%,0,-18,3,nt,-5,5
C=CCN1C(=O)C(Cc2ccc(OCC)cc2)SC1=Nc1ccc(C(=O)O)cc1 (stereo not drawn),-6,0.1,5.7%,-8,-7,2,-2,2,0

# Additional entries:
SMILES,D1 antagonist,D2 agonist,RXFP1 agonist,TRHR PAM,RXFP1 antagonist,D1 ag,D2 antagonist,D1 PAM,D2 PAM
c1ccc(-c2ccc(CN3C[C@@H]4C(c5ccccc5)C5(c6cccnc6)CC4(C5)[C@H]3c3ccccc3)cc2)cc1 (stereo partly drawn),-7,-0.5,0.0%,-1,nt,-1,4,5,-2
Cc1nn(-c2ccccc2)c(C)c1C(=O)NCc1ccccc1F,15,nt,3.5%,0,-3,0,nt,-5,-5
Cc1ccc(NC(=O)CN(C)C2CCCCC2)cc1Cl,-9,-0.5,-2.6%,-5,-10,18,1,-7,-3
COc1cc(S(=O)(=O)N2CCC(O)(c3cccc(C(F)(F)F)c3)CC2)ccc1-n1cnnn1,-1,2.0,2.1%,-7,-6,10,4,-5,6
CCO/N=C/C(=O)Nc1ccc(F)cc1F,-75*,0.1,-4.1%,2,-2,0,-5,-2,1
CCOCCN(C(=O)c1ccccc1Cl)c1ccccc1,-8,-0.6,0.7%,5,5,1,-7,0,17
COc1ccc(-c2cn(CCC(=O)O)c(-c3ccc(Cl)nc3)n2)cc1,13,0.5,0.6%,-1,nt,0,-5,-4,4
O=C(NCCC1=CCCCC1)C(=O)NCc1ccccc1Cl,-10,0.1,3.7%,22,-3,3,-8,-2,0
CC(C)CNS(=O)(=O)c1ccc(CCC(=O)NC2CCCC2)cc1,-6,-0.8,2.5%,0,-2,3,-4,-1,3
CCC(CC)c1nnc(NC(=O)CN2C(=O)NC3(CCCC3)C2=O)s1,3,0.3,0.2%,-4,-7,0,0,-5,5
O=C(CCSc1ccccc1)NCc1cccnc1,11,0.4,2.5%,2,8,3,-4,5,-12
N#Cc1ccccc1NC(=O)COC(=O)C1CCN(C(=O)c2ccc(Cl)cc2)CC1,-7,0.1,-1.0%,0,0,-1,14,4,14
Cc1cc(C)c(NC(=O)CCS(=O)(=O)c2cc3c(cc2Cl)NC(=O)CO3)c(C)c1,-19,0.3,3.1%,-1,nt,0,nt,-5,-4
Cc1ccc2nc(SCC(=O)Nc3nnc(SCC(N)=O)s3)[nH]c2c1,3,-0.8,-3.6%,5,10,0,13,-3,-1
COc1ccccc1-c1c(-c2ccc(OCC(=O)NN)cc2O)n[nH]c1C(F)(F)F,-10,-0.6,0.7%,-2,-10,1,-4,2,-1
CCOc1ccccc1C1CC(=O)Oc2c1c(=O)n(C)c1ccccc21 (stereo not drawn),10,-0.4,2.1%,-4,nt,1,nt,-4,-8
N#C/C(=C\c1cccnc1)C(=O)Nc1ccc(S(N)(=O)=O)cc1,7,0.2,2.8%,9,9,3,-12,18,4
COC(=O)[C@@H](NC(=O)Nc1cc(Cl)ccc1C)C(C)C,-42*,-0.3,-0.4%,0,-16,30,18,-2,4
CCOC(=O)CSc1nc2ccsc2c(=O)n1C1CCN(C(=O)OCC)CC1,-3,0.6,2.1%,-3,14,3,-5,-8,1
Cc1ccc(Cn2c(=O)n(CCc3ccc(Cl)cc3)c(=O)c3ccccc32)cc1,-12,0.3,4.1%,1,-3,1,nt,2,9
COCCNC(=O)CC(NS(=O)(=O)c1ccc(NC(C)=O)cc1)C(C)C (stereo not drawn),0,0.6,1.0%,-1,0,0,-10,-2,9
COc1ccc(CNC(=O)COC(=O)CCOc2ccc(C)cc2)cc1OC,3,-0.4,-1.5%,9,-8,0,-2,1,0
COc1ccc2c(c1)c(=O)c(S(=O)(=O)c1ccc(Cl)cc1)cn2Cc1cc(C)ccc1C,14,1.1,2.7%,6,-3,3,nt,0,-9
CCCCc1nnc(NC(=O)C2CC(=O)N(c3ccc4c(c3)OCCO4)C2)s1 (stereo not drawn),11,0.0,0.0%,15,-2,3,-10,8,16
COc1cc(C(=O)OCc2cc(=O)oc3c(C)c(C)ccc23)ccc1OC(F)F,1,0.5,0.5%,2,1,3,-15,-10,6
COc1ccc(-c2noc(N3CCC(C(=O)NCc4ccc(Cl)cc4)CC3)n2)cc1,-20,-0.2,2.2%,-4,2,15,-19,-11,3
Cc1ccc(S(=O)(=O)N2CCN(Cc3ccccc3)CC2)c(C)c1NS(C)(=O)=O,-4,0.7,-0.1%,-8,-12,2,nt,0,3
COc1ccc(-c2noc(CNS(=O)(=O)c3ccccc3)n2)cc1,1,0.1,-2.1%,0,7,12,2,-3,8
CCOc1ccc2sc(NS(=O)(=O)c3ccc(OC)c(OC)c3)nc2c1,11,-0.2,-0.1%,0,-10,1,3,-2,-1
CC(C)(C)OC(=O)N1CCC(c2c(C(=O)NC3CCCCC3)cnn2-c2cccc(F)c2)CC1,18,1.3,-0.4%,13,-1,1,nt,3,nt
O=C(OCc1ccc(Br)cc1)c1cccnc1Cl,-12,-0.9,1.0%,6,-6,3,23,1,5
CN(CC(=O)Nc1c(Cl)cccc1Cl)C(=O)Cc1ccc2c(c1)CCC2,-6,-0.6,0.4%,-3,0,0,9,5,-4
CCc1cccc2c(C(=O)Cn3nnc(-c4ccc(OC)c(OC)c4)n3)c[nH]c12,-13,2.3,3.6%,-14,-3,16,4,2,-8
CC(=O)CC(=O)Nc1ccn(-c2ccccc2)n1,4,0.1,0.1%,9,1,3,1,-2,22
